PHOSPHO1 inh – blocks human PHOSPHO1 phosphatase activity; inhibition, % at 13.3 µM; 290,000 compounds, 1.1% hits; AID 1565; recombinant PHOSPHO1, absorbance phosphatase assay; in the data active = inhibition above about 60%
Target sequence (Q8TCT1 whole entry, looked up): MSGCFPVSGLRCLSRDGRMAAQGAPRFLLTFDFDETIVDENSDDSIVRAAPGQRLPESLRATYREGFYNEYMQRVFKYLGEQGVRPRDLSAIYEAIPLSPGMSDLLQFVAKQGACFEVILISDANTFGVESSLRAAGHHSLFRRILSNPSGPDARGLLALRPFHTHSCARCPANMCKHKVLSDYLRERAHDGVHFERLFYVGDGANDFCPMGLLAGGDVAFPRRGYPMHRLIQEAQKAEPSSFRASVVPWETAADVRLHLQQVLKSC
GPR7 antagonist – antagonists of human GPR7 (neuropeptides B/W receptor 1) | P48145 | GPR7-expressing cells, fluorescence antagonist assay | inhibition, % at 4.4 µM | 290,000 compounds, 1.1% hits | AID 1861; in the data active = inhibition above about 16%, passing the limit was not always enough;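 note: cells stimulated with the agonist NPW; 0% = agonist with vehicle and 100% = vehicle without agonist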
V1aR counter – V1a receptor agonism, counter-screen for OXTR agonists. CHO-V1R cells, Fluo-8 calcium fluorescence, agonist mode; 0% DMSO, 100% 3 nM vasopressin. 320,000 compounds, 0.25% hits. P37288. activation, % at 3 µM. AID 2797;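 active = activation above the mean activation of all tested compounds plus 3 SD, per screening run, cut at about 20% in these data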;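 note: signal is peak over basal fluorescence ratio across a 100 second FLIPR read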
OXTR ag – activates the human oxytocin receptor; P30559; CHO-OTR cells, Fluo-8 calcium fluorescence; normalized: DMSO 0%, oxytocin 100%; activation, % at 3 µM; 320,000 compounds, 0.32% hits; AID 2435;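 active = activation above the mean of all tested compounds plus 3 SD, cutoff set per screening run, cut at about 20% in these data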;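 note: peak over basal fluorescence ratio from a 100 s FLIPR kinetic read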
Target sequence (P30559 whole entry, looked up): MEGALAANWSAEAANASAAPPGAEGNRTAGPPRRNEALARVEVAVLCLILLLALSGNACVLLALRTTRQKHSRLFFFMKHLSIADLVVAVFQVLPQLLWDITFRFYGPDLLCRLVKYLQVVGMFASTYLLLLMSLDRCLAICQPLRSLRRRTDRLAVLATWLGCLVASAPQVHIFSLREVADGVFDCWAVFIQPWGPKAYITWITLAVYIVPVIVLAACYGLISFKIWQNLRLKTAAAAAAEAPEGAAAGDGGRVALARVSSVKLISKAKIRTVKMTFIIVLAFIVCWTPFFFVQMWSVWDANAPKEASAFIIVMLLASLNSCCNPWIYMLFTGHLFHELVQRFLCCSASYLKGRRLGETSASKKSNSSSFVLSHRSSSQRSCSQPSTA
NALP1 inh – blocks the NALP1 inflammasome reconstituted in yeast | S. cerevisiae NALP1/ASC/caspase-1 growth, X-gal OD620, 72 h | inhibition, % at 10 µM | 280,000 compounds, 0.61% hits | AID 2071; in the data active = inhibition mostly above about 24%, no sharp cut-off; inactive = mostly below about 32%; note: some compounds called inactive have numbers as strong as hits
MEKK3 PB1 HTS – modulators (inhibitors or enhancers) of MEK5 binding to human MEKK3 PB1 domain; bead-based flow cytometry, Alexa488-MEK5 binding to MEKK3; actives lie on both sides; 0 = blocked by unlabeled MEK5, 100 = vehicle; 290,000 compounds, 1.4% hits; Q99759; binding response (% of control), % at 10 µM;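 active = binding response more than 3 SD above or below the average of its plate-row segment, actives on both sides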;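 note: Alexa488 bead fluorescence after subtracting the streptavidin-only scavenger bead signal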
MEKK2 WT-MEK5 – raises or lowers MEK5 binding to wildtype human MEKK2 PB1 domain | Q9Y2U5 | bead flow cytometry, Alexa488-MEK5 binding to MEKK2 WT; actives lie on both sides | binding response (% of control), % at 10 µM | 290,000 compounds, 1.1% hits; in the data active = binding response below about 67% or above about 130%
GalR3 antagonist – antagonists of human GalR3. inhibition, % at 3 µM. HEK293 GalR3-CNG cAMP membrane potential fluorescence; galR3 body fused to GalR1 C-terminus. 360,000 compounds, 0.44% hits. O60755;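 active = inhibition above the screen-wide average plus 3 SD, cut at about 13% in these data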;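 note: forskolin and galanin both at EC90 stimulate the cells; cAMP rise reported by CNG channel membrane potential dye signal; 0% = forskolin plus galanin with DMSO and 100% = forskolin alone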
Target sequence (O60755 1-299 limits assumed): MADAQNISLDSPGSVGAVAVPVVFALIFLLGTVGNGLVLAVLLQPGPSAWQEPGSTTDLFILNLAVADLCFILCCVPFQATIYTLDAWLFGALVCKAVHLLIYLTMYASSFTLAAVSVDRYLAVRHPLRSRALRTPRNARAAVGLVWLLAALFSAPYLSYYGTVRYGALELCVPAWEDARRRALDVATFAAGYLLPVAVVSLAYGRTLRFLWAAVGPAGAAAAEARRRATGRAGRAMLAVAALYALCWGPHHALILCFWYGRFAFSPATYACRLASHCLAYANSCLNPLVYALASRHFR
MEKK2mut PB1 HTS – signal of MEK5 binding to mutant human MEKK2 PB1 domain; bead flow cytometry, Alexa488-MEK5 binding to MEKK2 mutant; percent response, % at 10 µM; 290,000 compounds, 0.35% hits; AID 1530; in the data active = percent response above about 24%, passing the limit was not always enough; note: inactives centre near 1; some results filed as inactive read as strong as hits; reference of the scale not given here
* hit, by the source's call.

Screening CC1CCCCN1CCNC(=O)CN1C(=O)CSc2ccc(S(=O)(=O)N3CCCCC3)cc21 (configuration not stated) returned PHOSPHO1 inh 33, GPR7 antagonist -9, V1aR counter -1.0, OXTR ag 0.0, NALP1 inh 22, MEKK3 PB1 HTS 102, MEKK2 WT-MEK5 111, GalR3 antagonist -1 and MEKK2mut PB1 HTS 4.
COC(=O)c1cnn2c(C(F)(F)F)cc(-c3ccc(F)cc3)nc12 was read as PHOSPHO1 inh 10, GPR7 antagonist 1, V1aR counter -0.2, OXTR ag -1.3, NALP1 inh 18, MEKK3 PB1 HTS 103, MEKK2 WT-MEK5 98, GalR3 antagonist -3 and MEKK2mut PB1 HTS 2.
Screening COc1ccc(/C=N/NC(=O)C(=O)N2CCN(c3ccccc3OC)CC2)cc1 returned PHOSPHO1 inh 9, GPR7 antagonist -10, V1aR counter 0.7, OXTR ag -0.5, NALP1 inh 0, MEKK3 PB1 HTS 102, MEKK2 WT-MEK5 104, GalR3 antagonist 0 and MEKK2mut PB1 HTS 4.
`CCOc1ccc(NC(=O)C(=O)N/N=C/c2cccnc2)cc1` gave PHOSPHO1 inh 5, GPR7 antagonist -13, V1aR counter 0.4, OXTR ag -0.4, MEKK3 PB1 HTS 116, MEKK2 WT-MEK5 110, GalR3 antagonist -9 and MEKK2mut PB1 HTS 13.
`O=S(=O)(NCC(O)c1ccccc1)c1ccc(-c2ccccn2)s1` (configuration not stated) gave PHOSPHO1 inh 17, GPR7 antagonist -12, V1aR counter 3.6, OXTR ag 6.2, NALP1 inh 2, MEKK3 PB1 HTS 103, MEKK2 WT-MEK5 98, GalR3 antagonist -5 and MEKK2mut PB1 HTS -4.
Cc1onc(-c2c(Cl)cccc2Cl)c1C(=O)NC(=S)N1CCOCC1 was read as PHOSPHO1 inh 21, GPR7 antagonist -7, V1aR counter -0.2, OXTR ag -0.9, NALP1 inh 19, MEKK3 PB1 HTS 76, MEKK2 WT-MEK5 87, GalR3 antagonist -1 and MEKK2mut PB1 HTS -12.
`O=C(NCCCc1nc2ccccc2[nH]1)c1ccc(F)cc1` gave PHOSPHO1 inh 11, GPR7 antagonist -4, V1aR counter -0.1, OXTR ag -1.0, NALP1 inh 2, MEKK3 PB1 HTS 108, MEKK2 WT-MEK5 110, GalR3 antagonist 4 and MEKK2mut PB1 HTS 0.
Screening Cc1cccnc1NC(=S)NC(=O)/C=C/c1ccco1 returned PHOSPHO1 inh 10, GPR7 antagonist -8, V1aR counter 0.0, OXTR ag -0.2, NALP1 inh 1, MEKK3 PB1 HTS 106, MEKK2 WT-MEK5 103, GalR3 antagonist 1 and MEKK2mut PB1 HTS 9.
`O=C(OCn1ncc(Br)c(Br)c1=O)c1ccccc1Cl` gave PHOSPHO1 inh -4, GPR7 antagonist 20, V1aR counter -0.7, OXTR ag -1.5, NALP1 inh 7, MEKK3 PB1 HTS 110, MEKK2 WT-MEK5 110 and MEKK2mut PB1 HTS 7.
`CC(C)(C)c1ccc(OC2=CS(=O)(=O)c3ccccc32)cc1` gave PHOSPHO1 inh -21, GPR7 antagonist -2, V1aR counter 0.4, OXTR ag -0.9, NALP1 inh -10, MEKK3 PB1 HTS 103, MEKK2 WT-MEK5 107, GalR3 antagonist -4 and MEKK2mut PB1 HTS 3.
Screening S=c1[nH]cc(-c2ccc(Cl)cc2)n1-c1ccccc1 returned PHOSPHO1 inh 70*, GPR7 antagonist 5, V1aR counter -1.4, OXTR ag -2.9, NALP1 inh -1, MEKK3 PB1 HTS 96, MEKK2 WT-MEK5 94, GalR3 antagonist 0 and MEKK2mut PB1 HTS -2.
COc1ccc(-c2cc(=O)oc3cc(OCC(=O)c4cccc([N+](=O)[O-])c4)ccc23)cc1 was read as PHOSPHO1 inh 9, GPR7 antagonist -5, NALP1 inh 26, MEKK3 PB1 HTS 80, MEKK2 WT-MEK5 103, GalR3 antagonist -2 and MEKK2mut PB1 HTS 1.
O=[N+]([O-])c1c(NCCCO)cc(Sc2nc3ccccc3s2)c2nonc12 was read as PHOSPHO1 inh -100, GPR7 antagonist 4, V1aR counter 1.8, OXTR ag 4.3 and NALP1 inh 22.
For O=C(Nc1nnc(COc2ccccc2)s1)C1CCN(S(=O)(=O)c2ccc(Cl)cc2)CC1 the results were PHOSPHO1 inh -5, GPR7 antagonist -10, V1aR counter 1.4, OXTR ag 1.0, NALP1 inh 0, MEKK3 PB1 HTS 107, MEKK2 WT-MEK5 104, GalR3 antagonist -7 and MEKK2mut PB1 HTS 7.
For CC(NC(=O)c1cn(C)c2ccc(S(=O)(=O)N3CCCC3)cc2c1=O)c1ccc2c(c1)OCCO2 (configuration not stated) the results were PHOSPHO1 inh 26, GPR7 antagonist -7, V1aR counter 0.5, OXTR ag -0.5, NALP1 inh 5, MEKK3 PB1 HTS 104, MEKK2 WT-MEK5 99, GalR3 antagonist -3 and MEKK2mut PB1 HTS -1.
CNc1nc(-c2ccc3c(c2)CCN3S(=O)(=O)c2ccccc2)c(C)s1 was read as PHOSPHO1 inh 14, GPR7 antagonist -8, V1aR counter 0.7, OXTR ag -0.7, NALP1 inh 14, MEKK3 PB1 HTS 107, MEKK2 WT-MEK5 106, GalR3 antagonist -5 and MEKK2mut PB1 HTS 2.
CCOC(=O)N1CCC(=NNc2ccc(S(=O)(=O)N3CCOCC3)cc2[N+](=O)[O-])CC1 was read as PHOSPHO1 inh 2, GPR7 antagonist -2, V1aR counter 1.1, OXTR ag 1.6, NALP1 inh 26, MEKK3 PB1 HTS 87, MEKK2 WT-MEK5 92, GalR3 antagonist 0 and MEKK2mut PB1 HTS -3.
`Cc1oc(C(C)(C)C)cc1C(=O)Nc1cccc(/C=C/C(=O)O)c1` gave PHOSPHO1 inh -1, GPR7 antagonist 2, V1aR counter 0.2, OXTR ag -0.8, NALP1 inh -5, MEKK3 PB1 HTS 107, MEKK2 WT-MEK5 108, GalR3 antagonist 3 and MEKK2mut PB1 HTS 5.
Screening Cn1c(=O)oc2cc(S(=O)(=O)N3CCC(C(=O)N4CC=C(c5ccccc5)CC4)CC3)ccc21 returned PHOSPHO1 inh 15, GPR7 antagonist -1, NALP1 inh 5, MEKK3 PB1 HTS 110, MEKK2 WT-MEK5 110, GalR3 antagonist -1 and MEKK2mut PB1 HTS 9.
For CCCN1CCN(C(=O)Nc2cccc(C(F)(F)F)c2)CC1 the results were PHOSPHO1 inh 37, GPR7 antagonist -12, V1aR counter 1.1, OXTR ag 1.9, NALP1 inh 12, MEKK3 PB1 HTS 105, MEKK2 WT-MEK5 104, GalR3 antagonist -2 and MEKK2mut PB1 HTS 6.
For Cc1ccc(-c2nnn(CC(=O)N(c3cccc(F)c3)C(C(=O)NC3CCCC3)c3ccncc3)n2)o1 (configuration not stated) the results were PHOSPHO1 inh 32, GPR7 antagonist -4, V1aR counter 0.1, OXTR ag -0.5, NALP1 inh 35*, MEKK3 PB1 HTS 100, MEKK2 WT-MEK5 101, GalR3 antagonist -8 and MEKK2mut PB1 HTS 3.
COc1ccc(C(=O)Nc2cccc(-c3ccc4nncn4n3)c2)cc1 was read as PHOSPHO1 inh -16, GPR7 antagonist -4, V1aR counter 0.3, OXTR ag -0.9, NALP1 inh 11, MEKK3 PB1 HTS 103, MEKK2 WT-MEK5 96, GalR3 antagonist 3 and MEKK2mut PB1 HTS -2.
For CC(OC(=O)CCCc1nc2ccccc2s1)C(=O)NC(N)=O (configuration not stated) the results were PHOSPHO1 inh 42, GPR7 antagonist -10, V1aR counter 1.1, OXTR ag 0.4, NALP1 inh 8, MEKK3 PB1 HTS 98, MEKK2 WT-MEK5 104, GalR3 antagonist 1 and MEKK2mut PB1 HTS 3.
Screening CC(=O)c1ccc(NC(=O)CSc2ccsc2[N+](=O)[O-])cc1 returned PHOSPHO1 inh 27, GPR7 antagonist -2, NALP1 inh 5, MEKK3 PB1 HTS 108, MEKK2 WT-MEK5 99, GalR3 antagonist -3 and MEKK2mut PB1 HTS -1.
COc1cccc(NC(=O)N2CCN(S(C)(=O)=O)CC2)c1 was read as PHOSPHO1 inh 35, GPR7 antagonist -5, V1aR counter 4.4, OXTR ag 0.1, NALP1 inh 10, MEKK3 PB1 HTS 103, MEKK2 WT-MEK5 99, GalR3 antagonist 5 and MEKK2mut PB1 HTS -3.
`C[n+]1cccc2c(Br)ccc([O-])c21` gave PHOSPHO1 inh 3, GPR7 antagonist 17, V1aR counter 0.3, OXTR ag 0.2, NALP1 inh 27, MEKK3 PB1 HTS 89, MEKK2 WT-MEK5 91, GalR3 antagonist -4 and MEKK2mut PB1 HTS -6.
For CCCCNC(=O)c1cc2nc(-c3ccccc3)cc(C(F)(F)F)n2n1 the results were PHOSPHO1 inh 14, GPR7 antagonist -20, V1aR counter 0.1, OXTR ag -1.2, NALP1 inh 12, MEKK3 PB1 HTS 103, MEKK2 WT-MEK5 108, GalR3 antagonist -11 and MEKK2mut PB1 HTS 10.
O=C(CN1C(=O)NC2(CCCc3ccccc32)C1=O)N1CCc2ccccc2C1 (configuration not stated) was read as PHOSPHO1 inh 2, GPR7 antagonist 12, V1aR counter 3.4, OXTR ag 4.6, NALP1 inh 10, MEKK3 PB1 HTS 106, MEKK2 WT-MEK5 103, GalR3 antagonist -1 and MEKK2mut PB1 HTS 4.
For COc1ccc2c(c1OC)C(=O)OC2Nc1nc(-c2cc3cc(Br)ccc3oc2=O)cs1 (configuration not stated) the results were PHOSPHO1 inh 5, GPR7 antagonist -11, V1aR counter -0.6, OXTR ag -1.4, MEKK3 PB1 HTS 93, MEKK2 WT-MEK5 89, GalR3 antagonist -5 and MEKK2mut PB1 HTS -7.
Screening Cc1ccsc1C(=O)Nc1ccc(C(=O)O)cc1 returned PHOSPHO1 inh 2, GPR7 antagonist -6, V1aR counter 0.2, OXTR ag 1.0, NALP1 inh 5, MEKK3 PB1 HTS 94, MEKK2 WT-MEK5 99, GalR3 antagonist 2 and MEKK2mut PB1 HTS 1.
For O=C(c1cccc(S(=O)(=O)N2CCCCCC2)c1)N1CCN(c2ccccc2)CC1 the results were PHOSPHO1 inh 39, GPR7 antagonist -9, V1aR counter -0.2, OXTR ag -1.4, NALP1 inh 11, MEKK3 PB1 HTS 101, MEKK2 WT-MEK5 97, GalR3 antagonist -3 and MEKK2mut PB1 HTS -1.
`CC1=NN(C(=O)c2nn(C)cc2Br)C(O)(C(F)(F)F)C1` (configuration not stated) gave PHOSPHO1 inh -11, GPR7 antagonist -9, V1aR counter 0.4, OXTR ag 1.0, NALP1 inh 15, MEKK3 PB1 HTS 102, MEKK2 WT-MEK5 103, GalR3 antagonist 6 and MEKK2mut PB1 HTS 1.
COc1cc(OC)c(C(=O)OCC(=O)Nc2ccccc2Cl)cc1OC was read as PHOSPHO1 inh 28, GPR7 antagonist -16, V1aR counter 1.8, OXTR ag 7.7, NALP1 inh -2, MEKK3 PB1 HTS 99, MEKK2 WT-MEK5 102, GalR3 antagonist -10 and MEKK2mut PB1 HTS 2.

2 entries drawn at random from those above:
CNc1nc(-c2ccc3c(c2)CCN3S(=O)(=O)c2ccccc2)c(C)s1 was read as PHOSPHO1 inh 14, GPR7 antagonist -8, V1aR counter 0.7, OXTR ag -0.7, NALP1 inh 14, MEKK3 PB1 HTS 107, MEKK2 WT-MEK5 106, GalR3 antagonist -5 and MEKK2mut PB1 HTS 2.
Screening CC1CCCCN1CCNC(=O)CN1C(=O)CSc2ccc(S(=O)(=O)N3CCCCC3)cc21 (configuration not stated) returned PHOSPHO1 inh 33, GPR7 antagonist -9, V1aR counter -1.0, OXTR ag 0.0, NALP1 inh 22, MEKK3 PB1 HTS 102, MEKK2 WT-MEK5 111, GalR3 antagonist -1 and MEKK2mut PB1 HTS 4.
